Bioassay records from PubChem.
NCI-60 one-dose screen, 48 h, at 10 µM unless noted. Numbers give growth in % (100 = growth as untreated, 0 = no growth, -100 = all killed).
SR = SR leukemia cells. actives 8.7% (n = 73,000)
HOP-62 = HOP-62 NSCLC; actives 3.9% (n = 80,000); AID 1794735
MOLT-4 = MOLT-4 leukemia cells | actives 6.9% (n = 80,000) | AID 1794779
EKVX = EKVX NSCLC. actives 3% (n = 71,000). AID 1794765
A549/ATCC = A549/ATCC NSCLC | actives 3.7% (n = 81,000) | AID 1794740
HOP-92 = HOP-92 NSCLC cells; AID 1794738; actives 6.3% (n = 71,000)
RPMI-8226 = RPMI-8226 leukemia cells; actives 7.5% (n = 77,000); AID 1794781
CCRF-CEM = CCRF-CEM leukemia; actives 7% (n = 77,000); AID 1794778
* marks the source's active call; other numbers are inactive results; / = no result given; & = joins results of further samples; ! = not confirmed by another sample. Rule for the calls: active = growth percent below 10; inactive = the rest.

#	Structure	SR	HOP-62	MOLT-4	EKVX
1	O=C(O)CCCCCCCCCCN1C(=O)/C(=C/c2cnc(-c3ccccc3)s2)SC1=S	/	115	39	53
2	CCCSC1=NC2C(N(CC)C(=O)N2CC)N1/N=C/C=C/c1ccccc1[N+](=O)[O-] (stereo not given)	9.3*	50	19	54
3	O=C(NCCCl)Nc1ccc2c(ccn2C(=O)c2cccc(F)c2)c1	112	105	99	98
4	CCCCCCCCc1cc(Cl)c(O)c(Cl)c1	83	105	98	99
5	CCc1onc(-c2noc(CC)c2C)c1C	91	102	108	103
6	O=C1CCC(C(=O)N(Nc2ccccc2)c2ccccc2)N1 (stereo not given)	105	109	109	101
7	CCC(=O)c1cccc2ccccc12	100	96	94	105
8	O=C1C(=O)c2cc([N+](=O)[O-])ccc2-c2ccccc21	-7.5*	-93*	0.2*	-89*
9	O=C(Cn1c(-c2ccccc2)nc2cc(Cl)c(Cl)cc21)N=Nc1c(O)[nH]c2ccccc12	74	94	71	91
10	COc1ccc(-c2cn3ccnc3c(-c3ccc(OC)cc3)n2)cc1	94	101	105	/

#	A549/ATCC	HOP-92	RPMI-8226	CCRF-CEM
1	46	52	86	/
2	36	102	/	16
3	94	93	89	96
4	98	99	98	111
5	102	110	111	100
6	104	102	106	108
7	93	89	101	88
8	-52*	/	-42*	-13*
9	80	37	77	82
10	100	51	87	89

Later entries:
#	Structure	SR	HOP-62	MOLT-4	EKVX
11	O=C(OC1OC(COCc2ccccc2)C(OCc2ccccc2)C1OCc1ccccc1)c1ccc([N+](=O)[O-])cc1 (stereo not given)	79	99	64	/
12	Nc1ccc2c(c1)C(=O)c1ccc(N)cc1-2	94	103	81	101
13	COc1cc2c(cc1OC)C(=O)/C(=C/C=C/c1c(C3CC3)nc3ccccc3c1-c1ccc(F)cc1)C2	96	96	91	113
14	C/C(=N\N)c1ccc(NC2=CC(=O)c3ccccc3C2=O)cc1	66	80	80	75
15	Cc1ccc(C2=NN3C(C2)c2ccccc2OC32C(=O)Nc3ccc(Br)cc32)o1 (stereo not given)	112	112	107	97
16	CCCCCC1CC1/C=C(\F)C(=O)OCC (stereo not given)	86	114	115	96
17	Cn1cc(NC(=O)c2cc(NC(=O)c3cc(NC=O)cn3C)cn2C)cc1C(=O)NCCC(=N)N	/	113	98	129
18	Cc1ccc2nc(NC(=O)CSc3nc(-c4ccccc4)c(C#N)c(=O)n3Cc3ccccc3)sc2c1	45	78	94	90
19	Cc1ccc(-c2n[nH]c(=O)c3c2sc2ncc(-c4ccc(Br)cc4)n23)cc1	91	103	89	90
20	COc1ccc(-c2nc3sc(C)nn3c2C(=O)/C=C/c2cc(OC)c(OC)c(OC)c2)cc1	68	101	69	/

#	A549/ATCC	HOP-92	RPMI-8226	CCRF-CEM
11	80	/	70	37
12	93	106	97	92
13	88	96	91	98
14	86	101	54	92
15	108	97	109	108
16	94	111	103	105
17	72	81	115	104
18	104	55	68	/
19	100	97	95	96
20	81	/	70	93

(next part)
#	Structure	SR	HOP-62	MOLT-4	EKVX
21	COc1ccc(C2=Nc3c(N)ncnc3NC(c3ccc4c(c3)OCO4)C2)cc1 (stereo not given)	97	68	105	82
22	O=C(NCCCO)NCN1C(=O)c2cccc3cccc(c23)C1=O	110	88	/	94
23	CC(=O)OCC(OC(C)=O)C(OS(C)(=O)=O)C(OS(C)(=O)=O)C(COC(C)=O)OC(C)=O (stereo not given)	74	99	106	/
24	O=C(c1ccc(O)cc1)C1[C@H](c2ccc(Cl)cc2)[C@@H](c2ccccc2)NC12C(=O)Nc1ccc(Br)cc12 (stereo not given in full)	-53*	-29*	-34*	-5.3*
25	COc1cc(C)c(OC)c2c1OCO2	80	99	95	98
26	O=C1Nc2ccc(Br)cc2/C1=N/c1nc(-c2ccccc2)cs1	85	54	59	67
27	CCNC(=O)c1[nH]cc(-c2ccccc2)c1-c1cc(OC)c2c(c1OC)OCO2	93	92	99	97
28	COc1ccc(NC(=O)C2=C(C)NC(=S)NC2c2cc(OC)c(OC)c(OC)c2)cc1 (stereo not given)	106	107	104	112
29	CCC1=C[C@@](C)(C2CC(=O)N(c3ccccc3)C2=O)[C@H](CC)[C@@H]2C(=O)N(c3ccccc3)C(=O)[C@H]12 (stereo not given in full)	82	88	91	/
30	Cn1cccc1C(=O)C1C(c2cccc(F)c2)C2CSCN2C12C(=O)Nc1ccc(Cl)cc12 (stereo not given)	98	93	100	95

#	A549/ATCC	HOP-92	RPMI-8226	CCRF-CEM
21	89	45	61	/
22	102	119	112	115
23	99	77	97	93
24	6.0*	-32*	3.1*	-11*
25	99	/	100	103
26	80	/	76	101
27	96	84	99	101
28	101	/	101	102
29	91	95	91	94
30	90	78	90	100

By substructure, the compounds so far containing bromine.
#	Structure	SR	HOP-62	MOLT-4	EKVX
15	Cc1ccc(C2=NN3C(C2)c2ccccc2OC32C(=O)Nc3ccc(Br)cc32)o1 (stereo not given)	112	112	107	97
19	Cc1ccc(-c2n[nH]c(=O)c3c2sc2ncc(-c4ccc(Br)cc4)n23)cc1	91	103	89	90
24	O=C(c1ccc(O)cc1)C1[C@H](c2ccc(Cl)cc2)[C@@H](c2ccccc2)NC12C(=O)Nc1ccc(Br)cc12 (stereo not given in full)	-53*	-29*	-34*	-5.3*
26	O=C1Nc2ccc(Br)cc2/C1=N/c1nc(-c2ccccc2)cs1	85	54	59	67

#	A549/ATCC	HOP-92	RPMI-8226	CCRF-CEM
15	108	97	109	108
19	100	97	95	96
24	6.0*	-32*	3.1*	-11*
26	80	/	76	101

(further entries)
#	Structure	SR	HOP-62	MOLT-4	EKVX
31	Cc1cc(F)cc(NS(=O)(=O)c2ccc(-c3cnc(C4CC4)o3)cc2)c1	27	34	26	34
32	CCCC(OC(C)=O)c1ccc2c(c1)OCO2 (stereo not given)	103	99	107	117
33	c1ccc(-c2ccc(-c3ncc(-c4ccccc4)o3)cc2)cc1	96	105	99	93
34	CCCCCN(C(=O)CCC)c1ccccc1	103	117	118	102
35	CCS/C(Nc1ccccc1)=C(\C#N)c1nc2ccccc2s1	87	82	74	87
36	N#Cc1c(Nc2ccc(Cl)cc2)[nH]n(C2=Nc3ccccc3Sc3ccccc32)c1=O	/	87	/	74
37	CC[C@]12C=CCN3CC[C@@]4(c5ccc(OC)cc5N(C)[C@H]4[C@@](O)(C(=O)OC)[C@@H]1OC(=O)CCCN1CCOCC1)[C@@H]32	111	99	102	111
38	O=S(=O)(NC1c2ccccc2CC1O)c1ccc(Cl)c(Cl)c1 (stereo not given)	105	86	100	104
39	C/C(=N\Nc1nc(-c2ccc(Cl)cc2)cs1)c1nnn(-c2ccc(S(N)(=O)=O)cc2)c1C	104	109	106	94
40	CN(C)c1ccc(/C=C/C(=O)O)cc1	102&97	104	103&99	106&96

#	A549/ATCC	HOP-92	RPMI-8226	CCRF-CEM
31	28	36	/	21
32	104	104	107	105
33	105	96	93	100
34	108	100	106	98
35	85	42	65	80
36	68	12	47	47
37	101	94	96	107
38	96	103	104	95
39	90	105	99	103
40	94&93	103	95&97	98&91

Next part:
#	Structure	SR	HOP-62	MOLT-4	EKVX
41	COc1cc(-c2nn(-c3cccc(NC(=O)CN(C(C)C)C(C)C)c3)cc2-c2ccncc2)ccc1Cl	105	95	106	97
42	CCOC(=O)C(C(=O)OCC)C(=O)c1cc(OC)c(OC)c(OC)c1	115	104	119	97
43	COc1cc(C2C3=C(COC3=O)Nc3c2ccc2c3CCCC2)cc2c1OCO2 (stereo not given)	7.5*	22	18	48
44	C[n+]1cccc(O)c1	80	109	95	93
45	CCC(=O)c1ccco1	87	90	101	100
46	O=c1[nH]n(C(=S)N/N=C/c2cccc([N+](=O)[O-])c2)c(=O)c2ccccc12	/	103	98	94
47	CNC(=O)c1cc(N2CCc3c2ccc(NC(=O)c2ccc(N4CCOCC4)c(C(F)(F)F)c2)c3F)ccn1	/	101	/	105
48	NC(=NCCCOc1ccc(F)cc1)Nc1ccc(I)cc1	58	80	41	76
49	CSc1nc(NN)c(C#N)c(-c2ccco2)n1	83	97	90	105
50	O=S(=O)(NCCNc1nccc(-c2c(-c3ccc(F)c(O)c3)nc3occn23)n1)c1ccccc1	20	77	48	82

#	A549/ATCC	HOP-92	RPMI-8226	CCRF-CEM
41	100	110	100	108
42	111	98	111	106
43	25	127	/	15
44	89	103	99	90
45	98	77	98	99
46	106	98	104	94
47	99	90	91	98
48	70	70	65	79
49	96	94	92	97
50	46	44	34	38

(list continues)
#	Structure	SR	HOP-62	MOLT-4	EKVX
51	CCCCC(O)Cn1ncc(C(=O)OCC)c1NC(=O)Nc1ccccc1F (stereo not given)	89	97	93	/
52	CCOC(=O)c1ccc(S(C)(=O)=O)cc1	99	105	103	118
53	Nc1nc(F)nc2c1ncn2C1OC(COP(=O)(O)O)C(O)C1O (stereo not given)	99	97	58	/
54	CCn1c(CN2CCN(c3cc4c(cc3F)c(=O)c(C(=O)O)cn4C3CC3)CC2)n[nH]c1=S	96	101	100	104
55	CCCCCCn1c(-c2ccc(-c3nc(-c4ccc5c(c4)OCO5)no3)cc2)nc(-c2ccccc2)c1-c1ccccc1	110	114	100	99
56	Oc1ccccc1-c1nnc(SCc2ccc(O)c3ncccc23)o1	43	31	36	53
57	O=C(c1ccc(OCCN2CCCCC2)cc1)c1c(-c2ccc(O)cc2)sc2cc(O)ccc12	/	89	76	83
58	Cc1ccc(C(=O)NN2C(=O)/C(=C/C=C/c3ccc([N+](=O)[O-])o3)SC2=S)cc1	2.4*	-70*	9.7*	-97*
59	C/C(=N\NC(=O)COc1ccc(NC(=O)Nc2ccc(Cl)cc2)cc1)c1c[nH]c2ccccc12	87	102	97	100
60	COC(=O)c1cccc(NC(=O)c2nnn(-c3ccc(C)cc3)c2C)c1	68	99	/	/

#	A549/ATCC	HOP-92	RPMI-8226	CCRF-CEM
51	98	81	96	105
52	104	80	92	96
53	106	98	112	43
54	101	105	103	107
55	102	110	96	95
56	28	-8.2*	14	28
57	92	67	83	60
58	-76*	/	-1.6*	4.1*
59	104	104	105	103
60	85	72	47	/

Additional compounds follow.
#	Structure	SR	HOP-62	MOLT-4	EKVX
61	CCOc1ccc2nc(C)cc(C)c2c1	98	106	105	105
62	CC(C)C1NC(=S)CNC1=S (stereo not given)	105	103	103	97
63	COc1cc2c(c(OC)c1OC)C(=O)CC(c1cccc(C(=O)Nc3ccc(Br)cc3)c1)O2 (stereo not given)	22	86	-0.8*	63
64	CC1=C(C(=O)Nc2ccc(F)cc2)C(c2ccc(C)cc2)C2=C(CC(C)(C)CC2=O)N1 (stereo not given)	/	92	85	/
65	CC(C)(C#N)c1cc(C(=O)Nc2cc(Nc3ncccc3-c3ncnc4nc[nH]c34)ccc2F)cc(C(F)(F)F)c1	52	46	58	63
66	O=S(=O)(c1ccccc1)N1C=C/C(=C\Cn2cc(-c3ccc(F)cc3)nn2)CC1	90	103	94	103
67	CC(=O)c1c[nH]c2ccc(-c3ccnc(Nc4ccc(NC(=O)c5cccc(F)c5)c(CN5CCOCC5)c4)n3)cc12	4.1*	2.0*	1.6*	-24*
68	CN(C)CCS(=O)(=O)O	107	101	100	103
69	C=C(C)[C@@H]1CC=C2c3sc(Cc4ccccc4)nc3C[C@@H](C)[C@]2(C)C1	81	97	90	102
70	CN(C)c1ccc(/C=C(\C#N)c2ccccc2)cc1	8.2*!	37&31&48	35&36&25	57&46&54
71	CCCCCCCCCCCCCCCCCCSC1=CC(=O)C(OC)=C(OC)C1=O	/	108	92	91

#	A549/ATCC	HOP-92	RPMI-8226	CCRF-CEM
61	105	91	108	104
62	101	108	99	103
63	79	-8.2*	15	9.3*
64	92	68	99	83
65	50	-5.8*	41	57
66	96	111	89	96
67	8.6*	-23*	-26*	2.2*
68	115	93	100	103
69	103	87	/	97
70	25&31&24	14&40&54	-23*!	6.6*!
71	103	57	41	92
